Assay outcomes as filed in PubChem.
mHTT CaM bind – inhibitors of human mutant huntingtin-calmodulin interaction; inhibition, % at 15 µM; AID 1671202; AlphaScreen His-mHTT/GST-CaM binding, luminescence; 3.6% of 190,000 active;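 also: 0% = both proteins with DMSO and 100% = one protein alone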
Pf apPOL block – Pf-apPOL DNA polymerase inhibition | Recombinant Pf-apPOL, molecular beacon fluorescence, 1.5 h | inhibition, % at 10 µM | 0.25% of 210,000 active | AID 1794808
* = called active by the depositor; nt = not tested or not shown; & = joins results of further samples. Rule as the data show it: active = inhibition above about 50%; inactive = the rest.

The line under a structure holds: mHTT CaM bind, Pf apPOL block
COc1ccc(CN2CC(C(=O)NCCCN3CCOCC3)CC2=O)cc1 (stereo not drawn)
 : -4.3, 0.9
CC(=O)N1CCc2sc(S(=O)(=O)N3CCN(c4ccc(C)cc4)CC3)cc2C1
 : 8.9, -3.8
COCCCN1COc2ccc3c(c2C1)OC(=Cc1cc(OC)c(OC)c(OC)c1)C3=O
 : 29.3, -28.5
COCCCNC(=O)c1ccn2c(-c3ccc(Cl)cc3)nnc2c1
 : 1.4, -2.9
C#CC(C)(CC)NC(=O)c1cc2cc(OC)ccc2oc1=O (stereo not drawn)
 : -3.0, -9.2
Cc1ccc2c(c1)C(c1ccc(F)cc1)N(C(=O)c1ccccc1F)CC(=O)N2 (stereo not drawn)
 : 9.0, -2.7
CSc1ccc(/C=C2\N=C(c3ccc([N+](=O)[O-])cc3Cl)OC2=O)cc1
 : 1.0, -3.0
COc1ccc(CN2CCc3cc(OC)c(OC)cc3C2)cc1O
 : -2.7, -1.5
COc1ccc(OC)c(NC(=O)c2c(NCc3ccncc3)sc3c2CCCC3)c1
 : 70.0*, -16.9
O=C(NCC1CCCN1S(=O)(=O)c1cccs1)c1c(F)cccc1F (stereo not drawn)
 : 3.5, -2.1
CC1=C([N+](=O)[O-])C(c2ccccc2OC(F)F)NC(=O)N1C (stereo not drawn)
 : -2.0, 1.7
CCNc1cc(N2CCC(CCC(=O)NC3CCCC3)CC2)ncn1
 : -2.4, -9.0
COc1ccccc1-n1nc(C(=O)Nc2cccc(NC(C)=O)c2)c2ccccc2c1=O
 : -7.0, 2.0
CCCCNC(=O)c1cnn2c(C(F)(F)F)cc(-c3ccccc3)nc12
 : 32.0, -9.9
Cc1ccsc1C(O)CNC(=O)c1ccsc1 (stereo not drawn)
 : -4.6, -0.5
Cc1c(Cl)cccc1NC(=O)c1cccc(Cl)c1
 : -1.2, -1.8
COc1cc(OC)cc(C2=N/C(=C\C=C\c3ccccc3OC)C(=O)O2)c1
 : 24.0, 3.2
O=C(CCN1N=C(c2ccccc2)CCC1=O)NCc1ccccc1Cl
 : -3.0, -11.3
COc1cc(-c2c(NC(=O)C3CCCCC3)oc3ccccc3c2=O)cc(OC)c1OC
 : 1.0, -10.8
CC(=O)Nc1ncc(CN2CCC(C)CC2)s1
 : -2.4, -8.9
Clc1cccc(-n2nnnc2SCc2nn[nH]n2)c1
 : 2.4, 2.6
CCc1nncn1C1CCN(S(=O)(=O)c2c(C)noc2C)C1 (stereo not drawn)
 : 1.2, -11.7
CCN(CC)c1ccc(NS(=O)(=O)c2cccs2)cc1
 : nt, 4.5&0.9
O=C(c1cccc(Cl)c1)N(Cc1ccsc1)CC(F)(F)F
 : -34.6, 6.2
COc1ccccc1NC(=O)Nc1nc(CC(=O)NCc2ccco2)cs1
 : 7.4, -4.4
O=C(NC1CC2CC1N(C(=O)c1ccccc1)C2)c1cccs1 (stereo not drawn)
 : 1.9, -0.7
Cc1ccc(C(=O)Nc2ccc(N3CCN(c4ccccc4)C3=O)nc2)cc1C
 : 0.3, 6.1
COc1cccc(CN2CCCCC2c2nc(-c3cnccn3)no2)c1 (stereo not drawn)
 : -2.7, -3.3
COc1cc(C(=O)Nc2nc3c(C)cc(Cl)cc3s2)cc(OC)c1OC
 : -13.4, -6.1
COc1ccc(C2CC(=O)C3=C(C2)Nc2ccccc2NC3c2ccccc2C(F)(F)F)cc1 (stereo not drawn)
 : 10.0, -1.8

An excerpt of these results, with each value named.
COc1ccccc1NC(=O)Nc1nc(CC(=O)NCc2ccco2)cs1
  mHTT CaM bind: 7.4
  Pf apPOL block: -4.4
O=C(c1cccc(Cl)c1)N(Cc1ccsc1)CC(F)(F)F
  mHTT CaM bind: -34.6
  Pf apPOL block: 6.2
O=C(NC1CC2CC1N(C(=O)c1ccccc1)C2)c1cccs1 (stereo not drawn)
  mHTT CaM bind: 1.9
  Pf apPOL block: -0.7

(cont.)
The line under a structure holds: mHTT CaM bind, Pf apPOL block
O=C(Nc1nccs1)c1ccc2c(c1)OCO2
 : -4.3, -10.8
O=[N+]([O-])c1ccc(S(=O)(=O)N2CCN(CCCc3ccccc3)CC2)cc1
 : 27.5, -10.8
COc1ccc(-c2cn3c4c(=O)n(C)c(=O)n(C)c4nc3n2-c2ccc(OC)cc2)cc1
 : -2.0, -2.2
O=C(Nc1ccc(S(=O)(=O)Nc2nccs2)cc1)c1cncc(Br)c1
 : 2.0&2.3, -14.8&-3.2
Cc1oc(C2CCN(C(=O)CC(C)(C)C)CC2)nc1C(=O)N1CCCC1
 : 15.8, -0.9
Cc1ccc2sc(N(Cc3cccnc3)C(=O)CSc3ccccc3)nc2c1C
 : -9.7, -3.5
CN(C)CCNc1c2c(nc3ccccc13)CCC2
 : 6.0, 5.7
CCOC(=O)c1c(-c2ccccc2)oc2ccc(OC(C)C(=O)OC)cc12 (stereo not drawn)
 : -49.1, 0.0
COc1cc(C2C=C(c3ccccc3)Nc3ncnn32)cc(OC)c1OC (stereo not drawn)
 : 28.0, 1.7
CC(C)(C)NC(=O)N1CCN(C(C(=O)N2CCCC2)C2CCCC2)CC1 (stereo not drawn)
 : -1.3, -3.7
Cc1ccc(NC(=O)NC2OC(=O)C(Br)=C2Br)cc1 (stereo not drawn)
 : 2.0, -6.9
CCOc1cc(OCC)cc(C(=O)Nc2ccc(Cl)c(NC(=O)c3ccco3)c2)c1
 : -6.4, 2.5
CN(CCCNC(=O)c1ccc2c(c1)NC(=O)C1CCCCN21)Cc1ccccc1 (stereo not drawn)
 : 12.9, -2.4
COc1cc(C=O)ccc1OCCCOc1ccccc1C(=O)O
 : 3.6, -4.5
CC(C)c1ccc(NC(=O)c2coc(=O)c3ccccc23)cc1
 : 5.0, 2.6
CCOC(=O)C(C)NC(=O)NCCC1CCN(S(=O)(=O)c2ccc(F)cc2)CC1 (stereo not drawn)
 : 29.4, -2.9
O=C(NCCCN1CCOCC1)c1cc2c(=O)oc3ccccc3c2s1
 : 3.0, 1.2
Cc1ccc(-c2ncc(C(=O)N3CCN(C)CC3)c(-c3ccncc3)n2)cc1
 : 13.9, -5.6
Cc1ccc(C(O)CNC(=O)NCc2cccs2)o1 (stereo not drawn)
 : -13.2, -1.7
O=C(Nc1nc(-c2ccccn2)cs1)c1ccc(Br)s1
 : 100.0*, -1.4
O=C(CN1CCC2(CC1)N=C(c1cccc(Cl)c1)C(=O)N2)Nc1ccc2c(c1)OCO2
 : 52.9*, -0.7
Cc1cc(C)n2nc(SC(C)C(=O)NCCC(C)C)nc2n1 (stereo not drawn)
 : 26.0, -5.7
CCC(=O)N1c2ccccc2NC2=C(C(=O)CC(c3ccccc3)C2)C1c1ccc2c(c1)OCO2 (stereo not drawn)
 : 24.0, 3.3
COc1ccccc1-c1noc(C2CCCN2C(=O)Nc2ccc(F)cc2)n1 (stereo not drawn)
 : -6.6, -2.4
COc1ccc(NC(=O)CSc2nnc(-c3ccc(Br)cc3)o2)cc1
 : -3.3, -0.4
CC(=O)Nc1ccc(S(=O)(=O)NC2=NCCCS2)cc1
 : 1.0, -0.2
CCC(C)NC(=O)c1cc(S(=O)(=O)N2CCc3ccccc32)ccc1F (stereo not drawn)
 : 3.0, -3.2
N#CC12CC3CC(C1)CC(C#N)(C3)C2
 : -5.1, nt
N#Cc1ccc(C(=O)Nc2cc(F)c3nc(N4CCOCC4)ccc3c2)cc1
 : 1.9, 1.2
COc1ccc(/C=C2\SC(=O)N(c3ccccc3OC)C2=O)cc1
 : 4.0, -4.0
COc1ccc(/C=C2/C(=O)N(c3ccc(Cl)c(C(=O)O)c3)N=C2C)cc1Br
 : 13.0, 11.6
CCn1ccc2sc(C)c(C(=O)N3CCC(Cc4ccccc4)CC3)c2c1=O
 : 80.0*, -1.7
CCOc1ccc(/C=C/C(=O)Nc2ncn[nH]2)cc1OC
 : 3.0, -101.4
O=C(NCCC1=CCCCC1)c1c(Cl)cccc1Cl
 : -7.8, -1.7
O=C(C[n+]1ccc2ccccc2c1)c1cc2ccccc2oc1=O
 : 84.6*, 1.1
COc1ccc(CNc2ccc(F)cc2C)cc1C
 : 25.7, -11.6
COc1ccc(Oc2ccc([N+](=O)[O-])cc2C(=O)Nc2ccc(S(N)(=O)=O)cc2)cc1
 : nt, -6.5
CC(=O)Nc1ccc(N2C(=O)/C(=C/c3ccc([N+](=O)[O-])cc3)C=C2c2ccccc2)cc1
 : 11.0, 3.8
COCCN=C1Nc2ccccc2NC12CCCN(S(=O)(=O)c1cccc(OC)c1)C2 (stereo not drawn)
 : 11.2, -4.1
CCc1ccc(N2C(=O)NC3CC2(C)Oc2ccc(Cl)cc23)cc1 (stereo not drawn)
 : 37.0, 4.4
Nc1ccc2oc(-c3cc(F)c(F)cc3Cl)nc2c1
 : -3.5, 3.6
CCOc1ccccc1C=C1Oc2cc(O)ccc2C1=O
 : -0.1, -5.5
O=C(c1nn2c(c1Br)NC(c1cccs1)CC2C(F)(F)F)N1CCOCC1 (stereo not drawn)
 : -1.0, -10.3
CC(C)(C)N(C(=O)c1cccc([N+](=O)[O-])c1)C(=O)N1CCCCC1
 : -9.7, -9.9
CCCCN(C)CCNC(=O)c1c[nH]n2c(=O)c(Cc3ccccc3F)c(C)nc12
 : 18.0, 7.3
CC(=O)N1CCN(C(=O)C(C)N2CCc3sccc3C2c2ccccc2C)CC1 (stereo not drawn)
 : 24.1, 0.6
Cn1ncc2c1ncn1nc(-c3ccncc3)nc21
 : -8.0, -3.8
COc1cccc(CN2CCc3c(cc(C(=O)NCc4ccccc4OC)n3C)C2)c1
 : 40.3, -2.0
CCCCN(CC)c1ncnc2c1sc1nc(N3CCOCC3)c3c(c12)CC(C)(C)OC3
 : -1.0, -11.1
Cc1ccccc1C(=O)NC(C)C(=O)N1CCCc2ccccc21 (stereo not drawn)
 : -3.7, 0.6
CCOc1cc2c(cc1OCC)C(c1ccc(OC)cc1)OC(=O)C2 (stereo not drawn)
 : 0.0, -2.0
Cc1cccc(NC(=O)c2cc3c(CO)cnc(C)c3oc2=O)c1
 : 5.0, -2.5
O=C1Nc2ccc(S(=O)(=O)N(CCO)CCO)c3cccc1c23
 : -16.6, -1.2
O=C(Nc1ccc2nn(-c3ccccc3)nc2c1)c1ccc2c(c1)OCCO2
 : 18.0, 11.2
CCc1ccccc1NC(=O)c1ccc2c(c1)n(C)c(=O)c1ccnn12
 : -3.4, -2.7
Cc1c(C(=O)NCc2ccccn2)sc2ncnc(N(C)c3ccccc3)c12
 : 0.0, -1.3
COc1ccc(-c2cnnn2-c2ccc(NC(=O)c3c(F)cccc3F)cc2)cc1
 : 17.0, -2.8
CCOc1ccc(NC(=O)N2CCC(c3nc4cccnc4n3C)C2)cc1 (stereo not drawn)
 : -4.2, -4.8
Cc1cc(Oc2ccc(C#N)cc2)nc(-c2ccccc2O)n1
 : -10.1, -7.1
CCCC(=O)N1CCC[C@]2(CC[C@H](CCC#N)O2)C1
 : -6.9, -6.2

(further entries)
The line under a structure holds: mHTT CaM bind, Pf apPOL block
COc1ccc2c(=O)c(-c3ccccc3C)c(C)oc2c1C
 : 12.2&9.0, -18.4&5.0
CC(C)(C)NC(=O)C12CC3CC(C1)CC(C(=O)NC(C)(C)C)(C3)C2
 : -2.4, -6.0
CC(=O)NS(=O)(=O)c1ccc(NC(=O)/C=C/c2ccc3c(c2)OCO3)cc1
 : 5.0, -12.0
CCCN1C(=O)C2CCC(=O)N2c2ccc(C(=O)N3CCN(CC)CC3)cc21 (stereo not drawn)
 : -2.8, -3.5
O=C(NC1CC2CC1CN2S(=O)(=O)c1ccc2c(c1)OCCO2)c1cccs1 (stereo not drawn)
 : 1.6, -1.9
COc1cccc(C2=N/C(=C\c3cn(C(C)=O)c4ccccc34)C(=O)O2)c1
 : 5.0, -0.1
Cc1cccc(CNC(=O)c2ccc(-c3ccc(F)cc3)nc2)c1
 : -2.0, -2.9
CCOc1ccccc1N(CC(=O)NC(C)c1ccccc1)S(C)(=O)=O (stereo not drawn)
 : 4.7, -1.9
CC12COC3(C(=O)Nc4cccnc4)CC1CCC32C (stereo not drawn)
 : -1.7, -1.7
COc1ccc(NC(=O)Cn2nc3c(cc2=O)CC(C)CC3)cc1 (stereo not drawn)
 : -3.0, -9.7
O=C(c1ccco1)N1CCN(c2cccc3[nH]ccc23)CC1
 : nt, 6.1
O=C(CCc1ccccc1)NC1(c2nc(-c3ccncc3)no2)CCCCC1
 : 6.9, -1.1
COc1ccc(-c2noc(C3CCCN3C(=O)c3cc(F)cc(F)c3)n2)cc1 (stereo not drawn)
 : -2.1, -0.3
COC(=O)C(C#N)=C1CCSC1
 : nt, 24.3
Cc1cc(C)nc(-n2ncc3c2CC(c2ccc(C(C)C)cc2)CC3=O)n1 (stereo not drawn)
 : 27.2, 6.3
COc1ccc(OC(C)C(=O)Nc2ccccc2[N+](=O)[O-])cc1 (stereo not drawn)
 : 30.9, -2.4
Nc1ncn(-c2ccc(Cl)cc2)c1C(=O)c1ccc([N+](=O)[O-])cc1
 : -3.0, -6.4
C#Cc1nc(NC(C)C)nc(NC(C)C)n1
 : -5.9, nt
O=C(COc1ccc(Cl)cc1)NC1CC2CCC1C2 (stereo not drawn)
 : -12.1, 4.3
COc1cc(CNC(=O)C2CCCN(c3cnn(C)c(=O)c3)C2)cc(OC)c1 (stereo not drawn)
 : 0.5, -4.1
Cc1cc(F)ccc1NC(=O)CN1C(=O)NC2(CCCCC2)C1=O
 : 0.6, -6.9
Cc1cc(O)c(C(C)C)cc1NC1=NS(=O)(=O)c2ccccc21
 : 0.0, -3.6
O=S(=O)(c1cccs1)N1CCC2(C1)Nc1cccnc1NC2=NCc1ccccc1 (stereo not drawn)
 : 17.8, -7.4
CC(C)(C)C1CCc2onc(C(=O)Nc3cc(Cl)ccc3O)c2C1 (stereo not drawn)
 : 61.4*, -5.2
CC1C(=O)N(c2ccc(F)cc2)CCN1C(=O)c1ccccc1Cl (stereo not drawn)
 : 1.1, -2.2
O=C(Nc1ccc([N+](=O)[O-])cc1)c1cccc2c1C(=O)c1ccccc1-2
 : 1.0, -5.0
COc1ccccc1N1C(=O)c2ccccc2NC1c1cc(Cl)cc2c1OCOC2 (stereo not drawn)
 : 16.0, -7.2
